D1 ag – Allosteric Agonists of the Human D1 Dopamine Receptor: qHTS | AID 504660, 2011 | 1% of 360,000 active | HEK293 T-REx D1 cells, calcium flux, agonist mode | D(1A) dopamine receptor (Homo sapiens), P21728 | activation, % at 2 µM; in the data active = activation above about 30%; also: 0% is about no effect
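Tetracycline-induced HEK293 TREx D1 cells, force-coupled to calcium signalling, were dye-loaded with a no-wash calcium kit. Compound was pin-added after a 10 s baseline. Fluorescence was read kinetically at 1 cycle/s for 180 s, with calcium rises flagged as agonism.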
D2 potentiator – HTS Assay for Positive Allosteric Modulators of the Human D2 Dopamine Receptor: Primary Screen for Potentiators | HEK293 T-REx D2, calcium flux, EC20 dopamine potentiation | potentiation, % at 10 µM | 0.34% of 340,000 active;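 active = potentiation over 3 SD above the plate norm, cut at about 30% in these data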; also: 0% is about no effect
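Potentiation of an EC20 dopamine calcium response measured kinetically over 180 s, after a preceding 180 s compound-only read flagging agonists. Cells: inducible Hek293 Trex D2 line, 4000/well, cultured overnight at 30 C before dye loading.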
RXFP1 agonist – qHTS Assay for Agonists of the Relaxin Receptor RXFP1; Relaxin receptor 1 (Homo sapiens), Q9HBX9; HEK293T-RXFP1 cAMP TR-FRET, 30 min; response scale: percent of porcine relaxin response, buffer zero; Potency, µM (series often up to 57.5 µM), without a hit: at the top dose activation, hits mostly activators; 0.3% of 370,000 active; active = well fitted activation curve with a large enough effect; also: potency is read from the fitted curve at half-maximal effect; % is scaled to controls: 0 for no effect and ±100 for the full control effect; nearly all actives have a fitted effect of over 60% in size; many of its hits are not listed in these tables
Target sequence (Q9HBX9 whole entry, looked up): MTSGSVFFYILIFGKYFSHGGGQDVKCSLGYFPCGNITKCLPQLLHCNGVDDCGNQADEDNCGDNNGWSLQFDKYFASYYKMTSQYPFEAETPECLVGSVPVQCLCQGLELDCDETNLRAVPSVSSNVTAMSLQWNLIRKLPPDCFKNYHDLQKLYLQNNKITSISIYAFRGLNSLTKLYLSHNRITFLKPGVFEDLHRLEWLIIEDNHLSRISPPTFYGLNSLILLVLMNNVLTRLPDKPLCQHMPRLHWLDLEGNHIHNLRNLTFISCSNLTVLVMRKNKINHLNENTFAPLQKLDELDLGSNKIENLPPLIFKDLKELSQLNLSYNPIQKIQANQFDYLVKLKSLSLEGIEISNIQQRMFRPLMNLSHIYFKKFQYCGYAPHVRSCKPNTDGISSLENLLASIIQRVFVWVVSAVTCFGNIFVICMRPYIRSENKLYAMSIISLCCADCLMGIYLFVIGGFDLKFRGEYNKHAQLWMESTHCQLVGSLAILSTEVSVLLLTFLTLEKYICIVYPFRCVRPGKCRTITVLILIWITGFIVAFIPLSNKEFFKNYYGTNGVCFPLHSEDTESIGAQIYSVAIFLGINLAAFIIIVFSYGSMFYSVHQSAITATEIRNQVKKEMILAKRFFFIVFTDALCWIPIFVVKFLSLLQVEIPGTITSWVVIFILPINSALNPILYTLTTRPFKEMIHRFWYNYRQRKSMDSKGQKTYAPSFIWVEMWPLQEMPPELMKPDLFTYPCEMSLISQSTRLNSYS
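HEK293 cells stably expressing RXFP1, treated 30 min at 37C with compounds plus PDE4 inhibitor Ro 20174; cAMP measured by HTRF TR-FRET. Normalized to buffer and 29 nM porcine relaxin; EC50 by Hill fit.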
D1 antag – Antagonist of Human D 1 Dopamine Receptor: qHTS. HEK293 TREx D1 cells, calcium flux, dopamine EC80; stronger effect = lower value. 3.2% of 360,000 active. activity change, negative = inhibition, % at 10 µM. AID 504652, 2011. D(1A) dopamine receptor (Homo sapiens), P21728; in the data active = activity change below about -30%; also: % is scaled to controls: 0 for no effect and ±100 for the full control effect
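Compound effects on dopamine-evoked calcium signalling were measured in tetracycline-induced HEK293 Trex D1 cells. Dopamine at EC80 followed a 180 s compound pre-read, and fluorescence was tracked kinetically for 180 s more.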
RXFP1 antagonist – qHTS Assay for Antagonists of the Relaxin Receptor RXFP1 | Relaxin receptor 1 (Homo sapiens), Q9HBX9 | HEK293-RXFP1, relaxin-stimulated cAMP HTRF, 30 min; stronger effect = lower value | activity change, negative = inhibition, % at 57.5 µM | 0.59% of 350,000 active;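 active = activity change of -60% or lower, but not beyond a set lower limit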; also: % is scaled to controls: 0 for no effect and ±100 for the full control effect
TRHR enhancer – qHTS for Small Molecule Agonists and Allosteric Enhancers of Human TRH Receptor: Primary Screen for Enhancers | Thyrotropin-releasing hormone receptor (Homo sapiens), P34981 | TRHR cells, fluo-8 calcium fluorescence, EC20 TRH enhancement | enhancement, % at 2 µM | 0.66% of 360,000 active | AID 493056, 2011; in the data active = enhancement above about 30%; also: 0% is about no effect
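TRHR-expressing cells loaded with fluo-8 calcium dye were read kinetically (ex 480/em 530) during compound addition, then stimulated with an EC20 of TRH (10 nM final). Enhancement of the Gq-mediated intracellular calcium response was scored.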
D2 ag – HTS Assay for Allosteric Agonists of the Human D2 Dopamine Receptor: Primary Screen for Agonists; activation, % at 2 µM; 0.53% of 340,000 active; HEK293 T-REx D2 cells, calcium flux agonist mode;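 active = activation over 3 SD above normal in the single-dose calcium agonist read, cut at about 30% in these data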; also: 0% is about no effect
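Agonism is scored from calcium flux in a force-coupled, inducible HEK293 cell line expressing D2, read kinetically for 180 s after compound addition against dopamine controls.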
D1 potentiator – Potentiators of Human D1 Dopamine Receptor: qHTS | D(1A) dopamine receptor (Homo sapiens), P21728 | HEK293 TREx D1 cells, calcium flux, dopamine EC20 potentiation | potentiation, % at 10 µM | 0.036% of 360,000 active | AID 504651, 2011; in the data active = potentiation above about 30%; also: 0% is about no effect
D2 antag – HTS Assay for Allosteric Antagonists of the Human D2 Dopamine Receptor: Primary Screen for Antagonists; D(2) dopamine receptor (Homo sapiens), P14416; HEK293 TREx D2 cells, calcium flux, dopamine EC80; inhibition, % at 10 µM; 2% of 340,000 active; in the data active = inhibition above about 30%; also: 0% is about no effect
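Cells plated overnight at 30 C with tetracycline; no-wash calcium dye, 30–90 min RT; 10 s baseline; compound pinned; 180 s read; EC80 dopamine added; another 180 s read.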
* marks the source's active call; other numbers are inactive results; . = not tested or not shown.

SMILES	D1 ag	D2 potentiator	RXFP1 agonist	D1 antag	RXFP1 antagonist	TRHR enhancer	D2 ag	D1 potentiator	D2 antag
CCOC(=O)CN(C(=O)COc1nc(C)cc(C)c1C#N)c1cccc(Cl)c1	8	16	-3.2%	-19	-18	13	-2.3	2	-25
CC(C)(C)c1ccc(C(=O)N2CCN(c3ncccn3)CC2)cc1	5	9	-0.6%	7	-6	-8	-1.8	-1	-3
O=C(CCC(=O)c1ccc(F)cc1)NCC1(N2CCCCC2)CCCCC1	1	-7	-1.9%	-5	1	15	-0.5	0	3
CCc1cc(=O)oc2cc(OCC(=O)N3CCC(C(N)=O)CC3)ccc12	0	10	0.6%	1	.	2	0.7	0	-26
COc1ccc(-c2c(NC(=O)c3ccco3)n(-c3ccc(C)cc3)nc(C)c2=O)cc1	10	11	0.1%	-11	2	-2	0.0	4	-12
O=C(NCCc1ccncc1)C12CC3CC(CC(C3)C1)C2	2	-7	-0.5%	10	3	-11	0.6	-12	12
CN(C)S(=O)(=O)N1CCC(Oc2cccc(C(=O)NC3CCCCC3)c2)CC1	4	-7	1.8%	4	12	-3	0.3	-3	5
O=C(NCCc1ccc(F)cc1)C(=O)NCC(c1cccs1)S(=O)(=O)c1ccc(Cl)cc1 (stereo not drawn)	3	-8	0.3%	.	.	-11	1.1	-3	.
Cc1ccc(O)c(C(=O)c2cnc3c(c2)COc2ccccc2-3)c1	2	0	0.4%	14	-1	-2	0.1	-2	-12
Cc1ccccc1Cn1nc(C)c(NC(=O)C(F)(F)F)c1C	1	2	0.6%	-13	0	10	-0.4	-6	3
Cc1cc(=O)[nH]c2ccc(Cl)cc12	-1	-2	3.8%	.	9	11	-0.4	4	-32
CCOC(=O)C1CCN(CCC(=O)Nc2cccc(Cl)c2)CC1	13	-27	-0.2%	10	-3	-2	1.3	3	23
CNC(=S)N1CCC(n2cnc3ccccc32)CC1	1	-11	1.2%	-4	-9	4	-1.7	-5	0
CCOc1ccc2nc(SCC(=O)N(C)C)[nH]c2c1	3	11	0.0%	-7	-1	11	-1.4	-5	-7
CCCOc1ccc(-c2c(C(=O)N/N=C(\C)c3ccco3)nnn2-c2nonc2N)cc1	12	3	-0.3%	12	1	1	0.2	0	-6
CCOC(=O)C1(Cc2cccc(OC)c2)CCCN(Cc2cnn(C)c2)C1 (stereo not drawn)	2	8	-2.2%	1	-1	8	0.4	-3	4
CCOC(=O)c1cc(CC)sc1NC(=O)CC1SC(N)=NC1=O (stereo not drawn)	1	-6	1.5%	9	-3	1	0.5	-7	1
Cc1cc(C(=O)CSc2nnc(-c3ccncc3)n2-c2ccccc2)c(C)n1C	1	11	0.6%	-17	-4	5	-0.9	-15	-2
CCN(CC)c1ccc(/C=N/NC(=O)CN2CCCc3ccccc32)cc1	2	2	0.5%	11	-1	5	-1.2	4	-7
Cc1ccc(Nc2nc(C#N)nc(NC3CCCC3)n2)cc1	13	.	.	5	.	2	.	-6	.
Cc1cccc(N2CCN(C3=C(c4ccccc4)C(=O)c4ccccc43)CC2)c1C	0	6	-0.1%	18	-1	-4	-1.0	-1	.
O=c1[nH]nc(SCc2ccccc2)c(=O)[nH]1	2	13	-4.0%	2	.	11	-1.3	-9	-12
Cc1nc2ccccc2n1CCC(=O)O	2	-1	1.9%	12	-4	2	0.2	3	6
Cc1ccccc1C(=O)NCC(c1ccco1)N1CCc2ccccc2C1 (stereo not drawn)	2	-2	-0.7%	-15	-8	-6	0.0	0	5
COc1ccc(Cl)cc1NC(=O)C1CSC(c2ccncc2)=N1 (stereo not drawn)	0	-5	6.5%	-10	8	2	-0.7	-4	9

Laid out differently: four of the compounds above
Cc1cccc(N2CCN(C3=C(c4ccccc4)C(=O)c4ccccc43)CC2)c1C
  D1 ag = 0	D2 potentiator = 6	RXFP1 agonist = -0.1%	D1 antag = 18	RXFP1 antagonist = -1	TRHR enhancer = -4	D2 ag = -1.0	D1 potentiator = -1	D2 antag = .

O=c1[nH]nc(SCc2ccccc2)c(=O)[nH]1
  D1 ag = 2	D2 potentiator = 13	RXFP1 agonist = -4.0%	D1 antag = 2	RXFP1 antagonist = .	TRHR enhancer = 11	D2 ag = -1.3	D1 potentiator = -9	D2 antag = -12

Cc1nc2ccccc2n1CCC(=O)O
  D1 ag = 2	D2 potentiator = -1	RXFP1 agonist = 1.9%	D1 antag = 12	RXFP1 antagonist = -4	TRHR enhancer = 2	D2 ag = 0.2	D1 potentiator = 3	D2 antag = 6

Cc1ccccc1C(=O)NCC(c1ccco1)N1CCc2ccccc2C1 (stereo not drawn)
  D1 ag = 2	D2 potentiator = -2	RXFP1 agonist = -0.7%	D1 antag = -15	RXFP1 antagonist = -8	TRHR enhancer = -6	D2 ag = 0.0	D1 potentiator = 0	D2 antag = 5

A portion taken from the entries so far, as a working copy:
SMILES	D1 ag	D2 potentiator	RXFP1 agonist	D1 antag	RXFP1 antagonist	TRHR enhancer	D2 ag	D1 potentiator	D2 antag
Cc1ccccc1C(=O)NCC(c1ccco1)N1CCc2ccccc2C1 (stereo not drawn)	2	-2	-0.7%	-15	-8	-6	0.0	0	5
COc1ccc(Cl)cc1NC(=O)C1CSC(c2ccncc2)=N1 (stereo not drawn)	0	-5	6.5%	-10	8	2	-0.7	-4	9

The list goes on:
SMILES	D1 ag	D2 potentiator	RXFP1 agonist	D1 antag	RXFP1 antagonist	TRHR enhancer	D2 ag	D1 potentiator	D2 antag
O=C(O)C(Oc1ccc2c3c(c(=O)oc2c1)CCC3)c1ccccc1 (stereo not drawn)	1	-7	-0.1%	-27	0	12	0.5	-3	8
COc1cc(S(=O)(=O)N2CCN(c3ccccc3F)CC2)c(OC)cc1Cl	5	3	0.7%	-11	2	-7	0.1	-10	-15
O=[N+]([O-])c1ccc(N2N=C(c3ccco3)CC2c2ccccc2)cc1 (stereo not drawn)	50*	-5	3.9%	1	-15	-9	9.6	-5	-19
Cc1cc(C(=O)NNC(=O)c2cccc([N+](=O)[O-])c2)n[nH]1	4	.	1.0%	12	-2	0	.	.	.
CCC(C)(C)NC(=O)CN(C(=O)CCC(=O)Nc1cc(C)ccn1)c1ccc2c(c1)OCO2	0	2	0.4%	-4	-3	-3	0.9	-8	-7
Nc1nnnn1/N=C/c1cccc(Oc2ccccc2)c1	1	2	1.5%	-1	-9	-2	-1.0	-3	7
Cc1cc(C)c(Cn2c3ccccc3c3cnn(CC(=O)NCCN4CCOCC4)c(=O)c32)c(C)c1	-1	6	-0.1%	-10	-64*	6	0.6	-2	-12
CCc1cccc(CC)c1NC(=O)CCS(=O)(=O)c1ccc(Br)s1	6	9	5.3%	-3	.	-3	-1.9	0	.
O=C(Nc1ncn[nH]1)c1cc(S(=O)(=O)Nc2ccc(Cl)cc2)ccc1Cl	4	19	-0.5%	3	-9	0	0.3	-4	-4
Cc1c(-c2nc(N)nc(Nc3ccc(F)cc3)n2)oc2ccccc12	1	4	-0.8%	3	-3	3	0.3	1	-7
CCC(=O)NC(=S)Nc1ccccc1C(=O)NC1CCCCC1	0	0	3.1%	-26	3	8	0.0	-8	-12
COc1ccc(C2NS(=O)(=O)OCC2C)cc1 (stereo not drawn)	-1	-8	0.7%	1	.	2	-0.8	0	2
CN(CC(=O)Nc1ccc(Cl)c(C(F)(F)F)c1)C(=O)c1ccc(OCC2CCCO2)cc1 (stereo not drawn)	3	4	-1.5%	-49*	-35	5	1.0	-20	-9
O=C(Nc1ccc(O)cc1)c1ccc(NC(=O)c2cccs2)cc1	5	-4	-2.2%	-9	-16	-4	-1.7	-5	5
O=c1[nH]c2cc3c(cc2cc1CN(CCCO)C(=S)NCc1ccco1)OCO3	1	8	1.3%	10	-17	-5	0.9	-2	17
CCNS(=O)(=O)c1ccc(CCC(N)=O)cc1	2	4	3.0%	-5	-10	-2	0.0	-2	1
COc1ccccc1CCC(=O)OCC(=O)NC1CCCC1	0	0	-0.3%	-6	8	0	-0.2	-3	-5
O=C(CN1C(=O)c2cccc3cccc1c23)NCc1ccc2c(c1)OCO2	2	-2	0.1%	0	-3	-4	-0.7	6	-17
O=C1CCC([N+](=O)[O-])C(c2ccc(F)c(Br)c2)N1 (stereo not drawn)	5	8	-0.6%	3	8	-5	-0.2	-5	-2
COCC(C)NS(=O)(=O)c1ccc(C(=O)NCCCn2ccc3ccccc32)cc1 (stereo not drawn)	2	-30	0.1%	8	2	-3	-0.2	-1	14

Some entries already given with just D2 potentiator, D2 antag and RXFP1 agonist.
molecule,D2 potentiator,D2 antag,RXFP1 agonist
COc1ccccc1CCC(=O)OCC(=O)NC1CCCC1,0,-5,-0.3%
CN(CC(=O)Nc1ccc(Cl)c(C(F)(F)F)c1)C(=O)c1ccc(OCC2CCCO2)cc1 (stereo not drawn),4,-9,-1.5%

Screens deposited in PubChem by National Center for Advancing Translational Sciences (NCATS).

An excerpt. The share of hits here may be higher or lower than overall.
